CASP6 VEID inh = human caspase-6 inhibitors, primary screen, biochemical, VEID-R110 fluorescence, single point, set 2; P55212; purified caspase-6, Z-VEID-R110 cleavage fluorescence; inhibition, % at 12.5 µM; 350,000 compounds, 0.53% hits; AID 686996, 2013;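 active = mean inhibition across replicates at least about 35%, with every replicate also reaching that limit, limit read from the data; inconclusive = only one of the two criteria met; inactive = neither criterion met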;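 also: 0% = median of neutral control wells and 100% = no fluorescence left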
Target sequence (P55212 24-179 limits assumed): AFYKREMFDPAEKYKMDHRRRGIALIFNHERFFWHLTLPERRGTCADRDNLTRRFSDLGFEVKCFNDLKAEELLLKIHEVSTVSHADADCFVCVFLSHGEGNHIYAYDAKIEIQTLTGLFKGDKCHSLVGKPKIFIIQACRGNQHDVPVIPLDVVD
Target sequence (P55212 194-293 limits assumed): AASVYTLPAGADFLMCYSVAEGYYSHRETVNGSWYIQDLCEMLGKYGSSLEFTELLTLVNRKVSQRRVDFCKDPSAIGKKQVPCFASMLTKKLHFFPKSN
miR-122 sensor = miR-122 Renilla sensor signal increase in Huh7, primary screen, miR-122 inhibitor project, cell-based, single point, plate reader; Huh7 miR-122 Renilla luciferase sensor, 48 h; neutral wells = 0, positive control = 100; activation (reporter increase), % at 12.5 µM; 340,000 compounds, 0.3% hits; AID 602342, 2012;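 active = mean replicate activation score at least 90 and every replicate individually at or above 90; inconclusive = only one of the two criteria met; inactive = neither criterion met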;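 also: higher luciferase means less miR-122 activity so hits act as miR-122 inhibitors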
ERAP1 inh = human ERAP1 aminopeptidase inhibitors, primary screen, biochemical, single point, plate reader; Endoplasmic reticulum aminopeptidase 1 (Homo sapiens), Q9NZ08; recombinant ERAP1, Leu-AMC fluorescence, 60 min; inhibition, % at 10.7 µM; 340,000 compounds, 0.15% hits; AID 652197, 2013;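 active = mean replicate inhibition of at least 30%, or all replicates individually reaching that 30% level; inactive = mean below 30% and not every replicate reaching it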;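 also: 0% = neutral control wells and 100% = L-leucinethiol positive control wells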
F508del corr = F508del CFTR correction, initial screen, CFBE line, single point. CFBE cells, YFP halide quenching; stimulated with forskolin plus potentiator P3; % fluorescence drop versus neutral controls. activity (quench increase), % at 7.58 µM. 350,000 compounds, 0.36% hits;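 active = mean added fluorescence quench of at least 8% versus neutral control, with both replicates also reaching 8%; inconclusive = only one of the mean or replicate conditions met; inactive = mean below 8% and not both replicates reaching 8%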;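 also: cells transiently co-express mutant CFTR-F508del with the halide-sensitive YFP; corrector assay measuring rescue of mutant channel to the surface after 24 h compound exposure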
ERp5 block = inhibitors of ERp5-driven insulin aggregation, primary screen, biochemical, turbidity, absorbance 650 nm, single point; 90 min; inhibition, % at 9.99 µM; 350,000 compounds, 0.05% hits;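 active = mean replicate inhibition above about 25%, with every replicate also reaching it, limit read from the data, passing the limit was not always enough; inconclusive = only one of those two criteria met; inactive = neither criterion met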
Target sequence (Q15084 whole entry, looked up): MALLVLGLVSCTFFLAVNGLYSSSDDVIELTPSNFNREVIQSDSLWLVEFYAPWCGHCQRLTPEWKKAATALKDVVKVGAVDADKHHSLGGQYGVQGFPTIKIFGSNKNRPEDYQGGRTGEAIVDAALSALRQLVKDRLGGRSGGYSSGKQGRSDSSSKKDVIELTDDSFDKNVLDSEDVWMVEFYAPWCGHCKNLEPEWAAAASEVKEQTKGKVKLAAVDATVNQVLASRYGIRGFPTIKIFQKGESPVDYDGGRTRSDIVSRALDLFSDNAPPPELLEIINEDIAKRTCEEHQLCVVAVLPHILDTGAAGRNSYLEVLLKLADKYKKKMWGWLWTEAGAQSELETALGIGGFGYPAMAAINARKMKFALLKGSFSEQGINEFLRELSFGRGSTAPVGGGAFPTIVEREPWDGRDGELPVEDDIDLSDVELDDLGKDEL
SIRT5 block = SIRT5 desuccinylase inhibitors, primary screen, biochemical, fluorescence imaging, single point, set 5. NAD-dependent protein deacylase sirtuin-5, mitochondrial (Homo sapiens), Q9NXA8. Purified SirT5, succinyl-peptide AMC, trypsin-coupled fluorescence. inhibition, % at 15 µM. 330,000 compounds, 1.1% hits; in the data active = inhibition above about 15%; inconclusive = no clear call, values can overlap the other calls
Target sequence (Q9NXA8 whole entry, looked up): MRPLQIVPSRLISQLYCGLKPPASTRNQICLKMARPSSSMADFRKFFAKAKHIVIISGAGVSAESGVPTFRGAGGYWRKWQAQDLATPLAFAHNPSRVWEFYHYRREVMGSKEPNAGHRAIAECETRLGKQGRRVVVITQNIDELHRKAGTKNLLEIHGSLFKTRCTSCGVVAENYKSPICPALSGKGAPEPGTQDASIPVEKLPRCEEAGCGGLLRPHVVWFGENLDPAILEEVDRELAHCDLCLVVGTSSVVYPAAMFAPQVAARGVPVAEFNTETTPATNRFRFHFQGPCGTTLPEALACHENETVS
DENV2 CPE rescue = inhibitors of DENV2 cytopathic effect, primary screen, cell-based, plate reader, single concentration; 350,000 compounds, 1.7% hits; CPE inhibition, % at 9.99 µM; DENV2-infected cells, cytopathic effect rescue; in the data active = CPE inhibition above about 20%, passing the limit was not always enough; inconclusive = no clear call, values can overlap the other calls; tested in BHK-21 cells;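 also: 0% = median of neutral control wells and 100% = median of positive control wells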
An asterisk follows results filed as active; ? = inconclusive; . = not tested or not shown; & = joins results of further samples; ! = not confirmed by another sample; [ ] = another dose, or the depositor's remark.

No.	SMILES	CASP6 VEID inh	miR-122 sensor	ERAP1 inh	F508del corr	ERp5 block	SIRT5 block	DENV2 CPE rescue
1	COc1ccc(NC(=O)CN(C)CC(=O)N(CC(C)C)c2c(N)n(CC(C)C)c(=O)[nH]c2=O)cc1	-0.4	-2.1	-1.0	-5.2	-0.6	-4.9	-4.2
2	Cc1cccc(N2CCN(S(=O)(=O)c3cccs3)CC2)c1C	-1.9	-0.7	-0.2	0.0	1.3	1.4	-2.4
3	C[C@H](CO)N1C[C@H](C)[C@@H](CN(C)C(=O)C2CCOCC2)Oc2cc(-c3ccc(C(=O)N(C)C)cc3)ccc2S1(=O)=O	-2.7	7.9[16.7 µM]	-0.5	-0.3	?	-2.9	-5.9
4	Cc1nc(SCC(=O)NC2CCCC2)c2oc3ccccc3c2n1	0.0	-3.9	4.5	-4.9	2.9	0.8	-8.6
5	O=C1CN(Cc2ccc(F)cc2)C[C@@H]2[C@@H](c3ccc(-c4ccccc4F)cc3)[C@H](CO)N12	5.2	.	0.7	-1.6	1.3	1.1	6.7
6	Cc1ccc(CN(C)C[C@H]2OCc3cnnn3CCCC(=O)N([C@@H](C)CO)C[C@@H]2C)cc1	-7.3&2.3	-0.3	-3.9&-2.0	-0.7&1.9	-1.7&3.0	-1.2&1.2	?
7	COc1cc(CCC(=O)Nc2ccc(S(=O)(=O)N3CCOCC3)cc2)cc(OC)c1OC	0.8	2.4	1.4	-1.4	2.9	-1.5	-9.2
8	C(=N\Nc1nc2ccccc2[nH]1)/C1CCCCC1	2.2	.	-8.5	0.9	1.9	-3.0	4.7
9	COc1ccc(NC(=O)Nc2ccc3c(c2)C(=O)N([C@H](C)CO)C[C@@H](C)[C@H](CN(C)S(=O)(=O)c2ccccc2)OCCCC[C@@H](C)O3)cc1	1.2	-5.7[16.7 µM]	1.1	2.6	1.0	8.8	-0.7
10	CC(=O)Nc1ccc(NC(=O)C(C)OC(=O)c2ccc(C)s2)cc1 (stereo not given)	7.4	.	0.2	-0.6	?	0.8	.
11	CC[C@]12C(=O)N(C)C[C@H]([C@@H]3C(=O)N(C)C(=O)[C@@H]31)N2C(=O)c1ccc(Cl)cc1	-5.9	-2.7	-0.1	-0.2	-2.7	-5.1	-12.5
12	CCOC(=O)C(C)Oc1cccc2c(=O)n(CC(=O)Nc3ccc(OC)cc3)ccc12 (stereo not given)	-5.2	-1.9	1.5	-0.8	3.6	-3.6	-7.0
13	O=C(NCC(c1cccs1)N1CCOCC1)c1ccccc1NS(=O)(=O)c1ccc(Cl)cc1 (stereo not given)	4.1	.	12.6	-1.2	2.4	0.0	-0.2
14	COC(CNC(=O)c1cnn2c(C)c(Cc3ccccc3)c(C)nc12)OC	3.3	.	-4.6	2.9	1.8	.	0.0
15	CCn1cc(/C=C(\NC(=O)c2ccccc2OC)C(=O)N2CCN(C)CC2)c2ccccc21	-3.4	-3.1	8.8	-4.2	0.4	3.6	1.1
16	Cc1noc(C)c1NC(=O)Nc1ccc2c(c1)CC(=O)N([C@@H](C)CO)C[C@@H](C)[C@H](CN(C)C(=O)Nc1ccc(C(F)(F)F)cc1)O2	-0.4	-0.9[16.7 µM]	1.7	1.5	7.9	7.9	-11.1
17	COc1cccc(C(=O)Nc2ccc3c(c2)C(=O)N(C)[C@H]2CC[C@@H](CC(=O)NCC4CC4)O[C@@H]2CO3)c1	0.6	1.5[16.7 µM]	-0.4	0.3	-5.5	-12.7	-8.0
18	CCC1ON(c2ccccc2)C2c3nc4ccccc4n3CC12 (stereo not given)	-1.0	3.2	0.0	-0.7	7.2	.	-11.2
19	COc1ccc([C@H]2CC(=O)C=C(c3ccc(C)c4ccccc34)C2)cc1	-2.5	3.6	-0.3	2.1	4.0	10.2	0.7
20	COc1cc(C)c(NC(=O)C(=S)N2CCCC2)cc1C	4.0	.	1.8	.	-0.3	-2.0	2.4

Rewritten with one line to a screen: 2 of the compounds above
(7) COc1cc(CCC(=O)Nc2ccc(S(=O)(=O)N3CCOCC3)cc2)cc(OC)c1OC
(2) Cc1cccc(N2CCN(S(=O)(=O)c3cccs3)CC2)c1C
compound no.	7	2
CASP6 VEID inh	0.8	-1.9
miR-122 sensor	2.4	-0.7
ERAP1 inh	1.4	-0.2
F508del corr	-1.4	0.0
ERp5 block	2.9	1.3
SIRT5 block	-1.5	1.4
DENV2 CPE rescue	-9.2	-2.4

Continued:
No.	SMILES	CASP6 VEID inh	miR-122 sensor	ERAP1 inh	F508del corr	ERp5 block	SIRT5 block	DENV2 CPE rescue
21	CC1Cc2ccccc2N1C(=O)C(C)n1cc(C(F)(F)F)cc(Cl)c1=O (stereo not given)	4.7	6.1	4.7	2.2	-9.0	-2.6	1.8
22	CC(=O)c1ccccc1NC(=O)COC(=O)c1c(C)nn(-c2ccccc2)c1C	-0.6	-3.9	0.5	-2.2	-3.1	-4.0	8.3
23	CC(=O)c1c(C)[nH]c(C(=O)NNC(=O)c2ccc(C)cc2)c1C	-4.1	0.7	-1.7	-0.2	1.5	10.4	-2.7
24	COc1ccc(C#Cc2ccc([C@@H]3[C@@H](CO)N4C(=O)CN(C(=O)c5ccccc5)C[C@@H]34)cc2)cc1	2.6	.	-1.9	7.7	3.3	3.9	2.3
25	CC(=O)Nc1nnc(COc2ccccc2)s1	-1.3	-11.7	-0.2	.	0.9	-4.3	-3.5
26	N#Cc1cccc(-c2ccc3c(c2)[C@H]2[C@H](CCN2S(=O)(=O)c2ccccc2F)[C@H](CO)N3)c1	-1.7	-8.2[16.7 µM]	1.7	-1.9	1.8	0.3	-4.0
27	COc1ccccc1CC(=O)Nc1ccc2c(c1)OC1(CCCC1)O2	0.2	1.5	-1.3	3.4	-5.4	.	0.2
28	COc1ccc(NC(=O)Nc2cccc3c2O[C@H](CN(C)C(=O)Nc2ccc4c(c2)OCO4)[C@H](C)CN([C@@H](C)CO)C3=O)cc1	-0.1	-1.9[16.7 µM]	-1.4	-0.4	-7.1	-0.8	-0.6
29	CC(=O)/C=C1\N(C)c2ccc(C)cc2C1(C)C	-1.3	-1.3	6.6	-3.4	-2.1	-1.0	1.5
30	C[C@@H]1CN([C@H](C)CO)C(=O)Cc2cc(NC(=O)Nc3ccc4c(c3)OCO4)ccc2O[C@@H]1CN(C)C(=O)Nc1ccc(C(F)(F)F)cc1	-1.3	1.2[16.7 µM]	3.3	2.6	-15.5	.	-6.0
31	O=C(O)CC1(CC(=O)NCc2ccc(F)cc2)CCCCC1	-0.3	4.6	-2.2	-0.5	-0.6	-3.2	-2.4
32	COc1ccc(CC(=O)NCc2ccc(F)cc2)cc1S(=O)(=O)N1CCOCC1	-3.1	-2.0	0.8	-0.5	4.0	-2.3	-0.2
33	O=C1COc2c1ccc(O)c2O	32.0	-2.3	0.8	-2.6	7.6	2.4	4.0
34	COCCNC(=O)C(c1cccnc1)N(Cc1ccccc1)C(=O)Cn1nnc2ccccc21 (stereo not given)	-5.3	.	-0.6	0.3	6.4	-4.8	.
35	CN(C)CC(=O)Nc1ccc2c(c1)[C@@H]1C[C@H](CC(=O)NC3CCCCC3)O[C@H](CO)[C@@H]1O2	-2.6	2.7[16.7 µM]	-0.4	-0.9	-3.4	-3.1	-0.9
36	CC(=O)c1ccccc1C(=O)N1CCCC(N2CCN(Cc3ccc4c(c3)OCO4)CC2)C1 (stereo not given)	-7.9	-0.8	3.2	2.7	3.7	0.2	6.6
37	Cc1ccc(OCC(=O)Nc2ccccc2C(=O)N2CCCCC2)cc1	-1.6	1.7	-1.3	0.2	-1.5	3.7	8.3
38	COc1ccc(S(=O)(=O)N2CCOCC2)cc1NS(=O)(=O)c1ccc(F)c(F)c1	1.6	.	1.4	2.6	-6.8	1.4	-1.0
39	COc1ccc(C2CC(c3cccc(Cl)c3)=NN2c2ccc(S(N)(=O)=O)cc2)cc1 (stereo not given)	-1.1	-0.1	0.8	2.4	7.2	-6.4	-4.0
40	CCCCOCCCNC(=O)C[C@H]1C[C@@]2(C(=O)OC)C(=C[C@H](COCc3ccccc3)O[C@@H]2C)N(Cc2ccc3c(c2)OCO3)C1=O	3.3	.	0.6	5.3	-1.1	.	-2.7
41	CC(C)CCNC(=O)CN1C(=O)NC(c2ccccc2)(c2ccccc2)C1=O	4.0	-3.9	-1.5	2.8	0.1	-2.9	-2.6
42	CCOC(=O)CSc1nc(-c2ccccn2)ncc1OC	0.3	.	-3.7	-0.2	4.0	1.8	4.4
43	COc1ccccc1CNC(=O)c1cc(S(=O)(=O)N2CCCCC2)c[nH]1	1.0	3.7	-5.0	-3.0	-1.8	.	1.0
44	CO[C@@H]1CN(C)C(=O)c2ccc(NC(=O)Cc3ccccc3)cc2OC[C@@H](C)N(C(C)=O)C[C@H]1C	.	-6.2[16.7 µM]	-1.9	2.4	-1.9	11.4	-3.2
45	COCCNC(=O)c1cc(-c2ccccn2)nc2ccc(S(=O)(=O)N3CCC(C)CC3)cc12	7.9	14.2	-0.1	-3.7	2.4	-4.0	0.2
46	O[C@H]1CN(CC2CCCCC2)[C@@H](c2ccc(Cl)cc2)C[C@@H]1n1cc(C2CC2)nn1	0.0	1.1	27.7	1.6	0.2	8.1	45.3*
47	CC(C)Cc1ccc(S(=O)(=O)NCC2CCCO2)cc1 (stereo not given)	2.3	.	-0.7	-4.9	-3.5	-5.2	10.6
48	C/C=C/c1ccc2c(c1)O[C@H](CN(C)C(=O)C1CCCCC1)[C@H](C)CN([C@H](C)CO)S2(=O)=O	2.4	.	-2.4	0.5	-0.6	-0.5	9.1
49	CC(=O)N1c2ccc(S(=O)(=O)N(C)C3CCCCC3)cc2CC1C (stereo not given)	2.1	13.7	5.2	0.8	-4.1	-4.0	-2.4
50	Cc1cccc(C)c1NC(=O)CS(=O)CC(=O)Nc1ccc(N2CCOCC2)cc1 (stereo not given)	2.2	-2.6	-1.2	-0.1	-3.2	-3.4	-0.4
51	COC(=O)CC1C(C(=O)OC)ON2OC(C(=O)OC)C(C(=O)OC)C12 (stereo not given)	-1.1	-0.3	-9.9	-0.1	2.5	-2.9	0.7
52	C[C@H](CO)N1C[C@H](C)[C@H](CN(C)Cc2ccccc2)Oc2c(NS(=O)(=O)c3ccc(F)cc3)cccc2C1=O	-0.8	8.5[16.7 µM]	0.0	3.1	5.7	0.6	104.5*
53	COc1ccc(C#Cc2ccc3c(c2)O[C@@H](CN(C)C(=O)Nc2cccc(OC)c2)[C@H](C)CN([C@@H](C)CO)S3(=O)=O)cc1	-0.2&-1.8	19.6	0.5	3.3&3.9	-1.8&-0.1	16.1*!	-1.7&1.8
54	C[C@H](O)C#Cc1ccc2c(c1)O[C@H](CN(C)C(=O)C1CCCCC1)[C@@H](C)CN([C@@H](C)CO)S2(=O)=O	0.3	16.0[16.7 µM]	-1.1	0.3	-10.1	5.9	-5.9
55	CC(C)CC(=O)NC(=S)Nc1ccc(F)cc1F	3.2	.	-2.1	.	0.7	0.0	1.4
56	CCCC#Cc1ccc([C@H]2[C@H](CO)N3CCCCN(Cc4cccnc4)C[C@@H]23)cc1	-2.3	13.1[16.7 µM]	-2.6	2.6	-2.6	-0.9	?
57	C[C@H]1CN([C@@H](C)CO)C(=O)Cc2cc(NC(=O)Nc3ccccc3)ccc2O[C@H]1CN(C)S(=O)(=O)c1ccc(F)cc1	0.6	1.0[16.7 µM]	-0.9	-1.7	-1.7	0.7	-2.7
58	O=S(=O)(Nc1nc2ccccc2nc1Nc1ccc(N2CCOCC2)cc1)c1cc(Cl)ccc1Cl	1.1	.	4.1	3.4	2.1	-8.1	6.4
59	N#CN=CN1CC=C(c2ccc(Cl)cc2)CC1	-0.8	.	-3.7	1.4	-5.3	.	-8.6
60	O=C(NCc1ccco1)c1ccc2sc([C@@H]3O[C@H](CO)[C@H](O)[C@H](O)[C@H]3O)nc2c1	8.5	-2.3	-2.6	1.6	2.9	.	-0.3

Screening data as filed in PubChem.
